# Assay outcomes: PubChem BioAssay, National Center for Advancing Translational Sciences (NCATS)
# Pf growth 48h = inhibits P. falciparum growth in the first generation, 48 h. P. falciparum luciferase growth in erythrocytes, 48 h. AID 504832. Potency, µM (doses to about 28.7 µM), for inactives: top-dose activity change, negative = inhibition, most hits filed as inhibitors. actives 5.9% (n = 310,000); note: potency is the fitted concentration of half-maximal effect; % is set by controls: 0 for no effect and ±100 for the full control effect
#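 In quantitative HTS format, infected erythrocytes bearing luciferase-reporter parasites were treated for a single generation at 37 C. Luminescence after adding detection reagent served as the growth measure.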
# Shiga toxin inh = blocks Shiga toxin action in Vero cells | Vero cells, Shiga toxin protein synthesis inhibition reporter | AID 2315 | actives 9.2% (n = 290,000) | inhibition, % at 38.7 µM; in the data active = inhibition mostly above about 28%, no sharp cut-off; inactive = mostly below about 43%; note: 0% is about no effect
# LmPK inhibitor = blocks Leishmania mexicana pyruvate kinase activity | Q27686 | purified LmPK, Kinase-Glo ATP luminescence, 1 h | Potency, µM (top dose mostly 57.5 µM), for inactives: top-dose activity change, negative = inhibition, usual class: inhibitors | actives 0.37% (n = 290,000) | AID 1721; note: potency is the fitted concentration of half-maximal effect; % is set by controls: 0 for no effect and ±100 for the full control effect
# Target sequence (Q27686 whole entry, looked up): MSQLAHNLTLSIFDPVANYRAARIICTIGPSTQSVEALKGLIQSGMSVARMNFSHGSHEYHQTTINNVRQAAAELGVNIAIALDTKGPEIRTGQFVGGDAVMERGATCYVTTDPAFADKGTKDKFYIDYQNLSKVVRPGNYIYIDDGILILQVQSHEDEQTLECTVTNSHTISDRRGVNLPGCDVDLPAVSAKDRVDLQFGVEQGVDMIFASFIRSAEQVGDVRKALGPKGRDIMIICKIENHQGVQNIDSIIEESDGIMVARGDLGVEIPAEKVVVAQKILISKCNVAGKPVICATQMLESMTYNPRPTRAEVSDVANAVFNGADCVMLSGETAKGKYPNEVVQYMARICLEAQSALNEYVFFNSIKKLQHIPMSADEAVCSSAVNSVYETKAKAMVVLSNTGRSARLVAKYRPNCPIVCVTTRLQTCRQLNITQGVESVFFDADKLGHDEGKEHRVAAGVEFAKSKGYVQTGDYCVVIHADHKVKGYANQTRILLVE
#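 qHTS format; LmPK 0.1 nM; substrates PEP 0.5 mM and ADP 0.1 mM. One-hour room-temperature incubation, then coupled luciferase luminescence; 0.5 nM enzyme wells mark activation.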
# CHX counter = counter-screen for Shiga toxin inhibitors: cycloheximide protein synthesis inhibition; AID 2314; max response, %; cell reporter, cycloheximide protein synthesis inhibition counterscreen; actives 12% (n = 300,000); in the data active = max response mostly above about 13%, no sharp cut-off; inactive = mostly below about 14%; note: read at 38.3 µM for the half of the compounds with a filed dose; 0% is about no effect
# Pf growth 96h = inhibits malaria parasite growth, 96 h. Potency, µM (top dose mostly 28.7 µM), for the others: at the highest dose activity change, negative = inhibition, hits mostly inhibitors. actives 6.9% (n = 320,000). P. falciparum luciferase reporter growth, 96 h; note: potency is the fitted concentration of half-maximal effect; % is set by controls: 0 for no effect and ±100 for the full control effect
#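 Two parasite generations (96 h, 37 C, 5% CO2) of compound exposure in infected erythrocytes (0.05% parasitemia, 2% hematocrit). Luciferase-reporter P. falciparum; decreased luminescence indicates inhibited growth, aimed at apicoplast-acting delayed death.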
# Tb PYK inh = inhibitors of Trypanosoma brucei pyruvate kinase. actives 0.12% (n = 410,000). TbPYK enzyme, Kinase-Glo Plus ATP luminescence, 45 min. Potency, µM (doses to about 76.8 µM), inactives show at the top dose activity, negative = inhibition, most hits filed as inhibitors. Q57TT1. AID 624173; note: potency is the fitted concentration of half-maximal effect; % is set by controls: 0 for no effect and ±100 for the full control effect; nearly all actives have a fitted effect of over 50% in size
#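 Screened from lowest to highest concentration, compounds were pinned into TbPYK/substrate mixtures, and ADP (130 uM final) was added. Plates sat at room temperature for 45 min prior to Kinase-Glo Plus detection by luminescence.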
# AMA1-RON2 inh = inhibitors of Plasmodium falciparum AMA1-RON2 interaction. AlphaScreen AMA1-biotinylated RON2 peptide binding. Potency, µM (doses to about 58.2 µM), for inactives: top-dose activity change, negative = inhibition, most hits filed as inhibitors. actives 0.2% (n = 360,000). AID 720542;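 note: potency is the fitted concentration of half-maximal effect; 0% = vehicle wells and -100% = peptide control; nearly all actives have a fitted effect of over 45% in size; some results filed as inactive show a strong effect at the top dose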
#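 AMA1 (3D7) with his tag at 25 nM final met compounds first, then biotinylated RON2 peptide at 25 nM; detection used donor plus acceptor beads, 10 µg/mL apiece, read by AlphaScreen after 30 min at room temperature.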
# Starred values were filed as active, the others as inactive; i = inactive; ? = inconclusive; . = not tested or not shown; [ ] = another dose, or the depositor's remark. Unless noted, calls come from the whole dose curve; as a rule, active = well fitted curve in the direction sought with a large enough effect; inconclusive = small, poorly fitted or top-dose-only effect, or another doubt; inactive = no such curve, though single readings can be large; an effect the other way counts as inactive or inconclusive.
# Start of the listing, in advance (2 entries):
# Values run as follows: Pf growth 48h	Shiga toxin inh	LmPK inhibitor	CHX counter	Pf growth 96h	Tb PYK inh	AMA1-RON2 inh
CC1=C(C(=O)OCc2ccc([N+](=O)[O-])cc2)N2C(=O)C(NC(=O)Cc3ccccc3)C2SC1 (centres undefined)
    -2%	.	1%	-2	-16%	2%	6%
COC(=O)c1nnn(-c2nonc2N)c1CSc1ccc(Cl)cc1
    -21%	10	5%	-4	?	-1%	3%

# Results, from the start:
# Values run as follows: Pf growth 48h	Shiga toxin inh	LmPK inhibitor	CHX counter	Pf growth 96h	Tb PYK inh	AMA1-RON2 inh
CC1=C(C(=O)OCc2ccc([N+](=O)[O-])cc2)N2C(=O)C(NC(=O)Cc3ccccc3)C2SC1 (centres undefined)
    -2%	.	1%	-2	-16%	2%	6%
COC(=O)c1nnn(-c2nonc2N)c1CSc1ccc(Cl)cc1
    -21%	10	5%	-4	?	-1%	3%
COc1cc(NS(=O)(=O)c2cn(C)cn2)cc(OC)c1
    16%	-5	-7%	-8	?	-5%	1%
O=[N+]([O-])c1ccc(S(=O)(=O)Nc2cccc(-c3ccc(N4CCOCC4)nn3)c2)cc1
    10%	.	.	.	1%	-9%	0%
CCCNC(=O)OCC12CC3CC(CC(C3)C1)C2
    -9%	17	1%	0	-10%	1%	-2%[2.32 µM]
O=C(NCc1ccco1)c1nnc(Cc2ccc(F)cc2)o1
    7%	3	2%	1	-1%	-3%	-2%
c1ccc(C(c2ccccc2)N2CCN(Cc3nnnn3C3CCCC3)CC2)cc1
    ?	13	5%	0	37%[activator]	-22%	-19%
c1csc(-c2nn[nH]n2)c1
    6%	-18	-2%	7	?	1%	39%[activator]
CCc1cc2cc3c(cc2nc1SCC(=O)N1CCN(C(=O)c2ccco2)CC1)OCO3
    ?	34	5%	-3	12%	-11%	-11%
CCN(C(=O)COC(=O)c1cccc(NS(=O)(=O)c2ccc(F)c(F)c2)c1)C1CCS(=O)(=O)C1 (centres undefined)
    -24%	-5	6%	-2	1%	.	.
O=C(COC(=O)c1cc([N+](=O)[O-])ccc1Cl)NC1CCCC1
    15%	-5	-9%	-3	13%	-9%	3%
Cc1cccc(CCNC(=O)C2CCN(S(=O)(=O)c3cccc4cccnc34)CC2)c1
    -4%	-4	-5%	-10	37%[activator]	10%	4%
CN(CC(=O)Nc1ccc(Cl)c(Cl)c1)C(=O)CC1OC(=O)c2ccccc21 (centres undefined)
    0%	.	.	.	-7%	-2%	9%
CCc1nnc(NS(=O)(=O)c2ccc(N/C=C/C(=O)c3ccc(C)cc3)cc2)s1
    20%	93*	0%	39*	-11%	2%	3%
COc1ccccc1CNC(=O)c1ccc2nc(N3CCOCC3)sc2c1
    -18%	8	2%	9	53%[activator]	-2%	-2%
CCC1CCCCN1Cc1nc2c(c(=O)n(C)c(=O)n2C)n1CCCc1ccccc1 (centres undefined)
    ?	-13	3%	-4	?	10%	0%
Cn1nc(C(=O)Nc2nc3ccccc3[nH]2)c2ccccc2c1=O
    57%[activator]	33	-1%	29*	-58%	0%	75%[activator]
COCCN1Cc2cccc(C(=O)Nc3ccccc3OC)c2C1=O
    3%	-15	7%	-4	10%	5%	12%
COc1ccc(CN2CCC(Cc3ccccc3)CC2)cc1OC
    ?	-16	2%	-5	373%[activator]	-9%	-24%
COc1ccc(NC(=O)CSc2n[nH]c(C(C)C)n2)c([N+](=O)[O-])c1
    17%	-5	2%	-3	5%	6%	5%
CCC(=O)N(CCc1ccc(OC)c(OC)c1)Cc1cc2ccc(C)cc2n2nnnc12
    -34%	13	2%	-2	?	4%	-18%
Cc1cc2cc3c(C)cc(=O)oc3c(C)c2o1
    51%[activator]	-5	0%	9	36%[activator]	4%	-5%
Cc1n[nH]c(C)c1Sc1ccccc1N=Cc1cc(Cl)cc([N+](=O)[O-])c1O
    .	-18	-6%	-3	17%	-3%	18%
COC(=O)c1ccc(C(=O)OC)c(NC(=O)CSCc2ccccc2Br)c1
    5%	-11	4%	-3	32%[activator]	-7%	4%
Cc1noc(C)c1COC(=O)C1CCN(S(=O)(=O)c2ccc(F)cc2)CC1
    ?	.	.	.	?	0%	-1%[11.6 µM]
O=C(O)C1C2C=CC(C2)C1C(=O)N1CCOCC1 (centres undefined)
    12%	-12	-6%	1	?	-7%	-4%
O=C(NC1CCCC1)c1ccccc1OCc1ccccc1
    -38%	-17	6%	-1	-24%	1%	-4%
O=C(O)CC/C(=N\Nc1ccc(S(=O)(=O)N2CCCC2)cc1[N+](=O)[O-])c1cccs1
    .	-20	5%	-3	?	-1%	-24%
O=C1N=c2ccc([N+](=O)[O-])cc2=C1c1sc(=O)[nH]c1O
    -7%	-2	?	-2	0%	-30%	-9%
CNC(=S)NCCc1ccc(OC)cc1
    0%	17	-3%	-3	28%	1%	-2%

# Values run as follows: Pf growth 48h	Shiga toxin inh	LmPK inhibitor	CHX counter	Pf growth 96h	Tb PYK inh	AMA1-RON2 inh
COc1ccccc1NC(=O)C1CCCN1C(=O)NC1CCCCC1 (centres undefined)
    -7%	63	-3%	12	-3%	-1%	5%
Cc1ccc2sc(N3CCN(C(=O)c4ccc([N+](=O)[O-])o4)CC3)nc2c1C
    0.37µM*	.	.	.	0.74µM*	-19%	-7%
CNS(=O)(=O)c1ccc(C(C)(C)C)cc1
    122%[activator]	-10	6%	-2	258%[activator]	3%	15%
Fc1cccc(CN2CCN3CCCC3C2C2CCCCC2)c1 (centres undefined)
    ?	-10	-4%	-3	193%[activator]	-12%	-1%
O=C(CC1SC(N2CCCC2)=NC1=O)Nc1ccc(C(=O)Nc2ccccc2)cc1 (centres undefined)
    ?	.	.	.	?	1%	9%
O=C(O)c1cccc(N/N=C/c2cccnc2)c1
    i	63*	0%	40*	-83%	-1%	7%
CCC(C)(C)NC(=O)CN(C(=O)CCC(=O)Nc1nccs1)c1ccc2c(c1)OCCO2
    ?	57*	4%	51*	8%	0%	-22%
CCOc1ccc(NC(=O)COC(=O)c2cc(=O)c3ccccc3o2)cc1
    -4%	.	.	.	?	-12%	9%
CCCCNC(=O)Cn1c(=O)n(C)c2ccccc21
    17%	17	-2%	-3	7.4µM*	-5%	-6%
CCOC(=O)C1=C(C)Nc2sc(C(=O)c3ccc(Br)cc3)c(N)c2C1c1ccc(C(=O)OC)cc1 (centres undefined)
    .	-8	2%	18	6.6µM*	5%	2%
CNC(=O)CN(c1cc(C)ccc1OC)S(=O)(=O)c1ccc(C)cc1
    0%	-10	3%	-2	.	-1%	-4%
O=C(NCc1ccccc1)NC(O)C(Cl)(Cl)Cl (centres undefined)
    -1%	-10	-1%	-2	14%	-1%	-3%
COC(=O)C1CCN(Cc2ccc(OCCCN3CCN(c4ccc([N+](=O)[O-])cc4)CC3)cc2)CC1
    2.3µM*	20	1%	-2	10µM*	-5%	-8%
O=C(/C=C/c1cccs1)N1CCC2(CC1)Oc1ccc(F)cc1C(=O)C21CC(c2ccc(Cl)cc2)=NO1 (centres undefined)
    9.3µM*	9	1%	3	1.9µM*	2%	5%
O=C(C1CCCCN1S(=O)(=O)c1ccccc1)N1CCCCC1 (centres undefined)
    ?	5	-1%	-3	?	-6%	3%
O=C(NCc1ccc(Cl)cc1)c1ccc(NC(=O)C2CCCO2)cc1 (centres undefined)
    3%	22	0%	4	?	-3%	-1%
COc1ccc(N(CC(=O)Nc2cccc(C)c2)S(=O)(=O)c2c(C)noc2C)cc1
    -5%	-6	-2%	2	?	0%	-7%
CCCC/C(O)=N\S(=O)(=O)c1ccc(N=NN(C)C)cc1
    -2%	8	2%	3	9%	5%	6%
COCCOC(=O)c1c(NC(=O)CSc2cccc[n+]2[O-])sc(C(N)=O)c1C
    13%	-18	9%	-2	?	5%	8%
Cc1ccc(CSc2cc(C)[nH]c(=O)n2)cc1
    12%	26*	-9%	16	-18%	-1%	1%
COCCCn1c(=O)c2sccc2n2c(CCCC(=O)N(C)Cc3ccco3)nnc12
    -15%	-9	1%	-1	?	-3%	-4%
CC(C)C(C)NC(=O)COc1ccc(OCc2ccccc2)cc1 (centres undefined)
    10%	33	8%	19	-5%	9%	-17%
CCOC(=O)N1CCN(Cc2nc(Cc3cccc(C(F)(F)F)c3)no2)CC1
    -8%	-7	-3%	9	9.3µM*	1%	9%
COc1ccc(S(=O)(=O)c2c(O)c3ccc(C(=O)Nc4ccc(F)cc4F)cc3[nH]c2=O)cc1
    18%	-5	-2%	-4	?	-4%	8%
Cc1ccc(C2=C(c3ccc([N+](=O)[O-])cc3)C(=O)OC2)cc1C
    ?	-7	-3%	1	?	-6%	-21%
CCS(=O)(=O)c1nc2ccccc2n1Cc1ccccn1
    -5%	12	-5%	1	-21%	1%	18%
CC(=O)c1ccc(NC(=S)NC(C)c2ccc(Cl)cc2Cl)cc1 (centres undefined)
    2.3µM*	-4	6%	-3	?	-3%	4%
O=c1cc(-c2ccc([N+](=O)[O-])cc2)nc2cc(-c3ccc(Cl)cc3)[nH]n12
    20%	-7	2%	-2	109%[activator]	.	.
CCCNC(=O)c1cnc(Sc2ncc(C(F)(F)F)cc2Cl)n1C
    .	-10	10%	-2	?	-4%	9%
O=C(CSc1ccc(-c2ccncc2)nn1)N1CCCC1
    7%	21	-15%	-1	-17%	0%	0%

# Values run as follows: Pf growth 48h	Shiga toxin inh	LmPK inhibitor	CHX counter	Pf growth 96h	Tb PYK inh	AMA1-RON2 inh
O=C(COc1ccc(Cl)cc1)NCc1cn2cc(Cl)ccc2n1
    0%	-3	8%	11	14%	-11%	-18%
CC(C)Sc1nc2ccc(N3C(=O)C4CCCCC4C3=O)cc2s1 (centres undefined)
    13%	24	3%	24*	17%	-2%	4%[2.32 µM]
CCSc1nnc(Cn2c(=O)sc3ccccc32)n1C
    -4%	2	2%	-3	-38%	-1%	-2%
COc1cc2c(cc1OC)CN(C(=O)CNS(=O)(=O)c1ccc(C)c(C)c1)CC2
    ?	-12	-7%	-3	?	-7%	0%
O=C(CN1CCCCCC1)NCCN1C(=O)S/C(=C\c2ccccc2Cl)C1=O
    0%	-4	-5%	1	?	0%	-14%
CC(=O)OCc1cc(=O)n(C)c(=O)n1C
    9%	24	-13%	11	?	-2%	5%
O=C(CN1CCN(c2ccc(F)cc2)CC1)Nc1ccc(S(=O)(=O)N2CCOCC2)cc1
    -13%	-2	14%	7	18%	4%	0%
Cc1ccc(CCNC(=O)Cn2ccc3cc(S(=O)(=O)N4CCCC4)ccc32)cc1
    ?	-5	1%	-3	-7%	-7%	0%
Cc1ccc2[nH]c3c(c2c1)CCc1cn[nH]c1-3
    ?	28*	-1%	25*	23%	-10%	1%
C/C(=N\NC(=O)COc1cccc(Br)c1)c1ccc2c(c1)OCCO2
    0%	.	.	.	56%[activator]	1%	75%[activator]

# Full records from above. Order of screens: Pf growth 48h | Shiga toxin inh | LmPK inhibitor | CHX counter | Pf growth 96h | Tb PYK inh | AMA1-RON2 inh
# CC(=O)OCc1cc(=O)n(C)c(=O)n1C across the screens: 9% | 24 | -13% | 11 | ? | -2% | 5%
# O=C(COc1ccc(Cl)cc1)NCc1cn2cc(Cl)ccc2n1 across the screens: 0% | -3 | 8% | 11 | 14% | -11% | -18%
